# Screens (PubChem BioAssay)
# MgcRacGAP inhibition – MgcRacGAP GTPase-activating activity inhibitors, confirmation, biochemical, ADP Hunter fluorescence. one-dose inhibition, % at 30 µM; IC50 in µM for titrated hits. MgcRacGAP-stimulated Rac1 GTP hydrolysis, ADP Hunter fluorescence; higher % means a stronger effect; GST-tagged Rac1 F28L mutant substrate. AID 624330. 340,000 tested, 0.6% active;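 active = first-screen hits whose inhibition reached a set limit at any dose in the follow-up dose series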;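 note: fluorescence reports GDP produced by GAP-driven GTP hydrolysis; strong numbers were not always called active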
# GPR55 activation – selective activators of receptor GPR55 – imaging, U2OS cells, beta-arrestin-GFP redistribution, primary screen (AID 1961). U2OS GPR55 beta-arrestin-GFP redistribution imaging; higher % means a stronger effect. activation, % at 10 µM; hits with a dose series show EC50 in µM. 290,000 tested, 0.048% active;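 active = activation above 40% with more than 50 cells counted in the well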;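 note: U2OS osteosarcoma cells stably expressing GPR55 and beta-arrestin-GFP; plate controls were DMSO negative control for no effect and LPI positive control for full effect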
# Lipid droplet – modulators of hepatic lipid droplet formation; AML12 mouse hepatocytes, oleate lipid droplets, BODIPY imaging; inhibition, % at 6.5 µM; 240,000 tested, 0.4% active;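 active = lipid droplet intensity inhibited by at least 50%, with more than 500 cells counted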
#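 Material – AML12 mouse liver cells · Also added – oleate loading, 100 µM · Compound dosing – 6.5 µM single-point dosing · Times – overnight treatment with compound plus oleate · Measured by – fluorescence imaging, 20x objective, two fields per well · Read-out – percent inhibition of filter-corrected integrated lipid droplet intensity per well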
# NTR1 agonist – agonists of NTR1, primary screen, imaging, U2OS cells, beta-arrestin-GFP, high content (AID 493036). P30989. NTR1-U2OS beta-arrestin-GFP spot imaging, agonist mode. activation, % at 20 µM. 330,000 tested, 0.17% active;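 active = activation at or above 40% of the spot to cytoplasm intensity ratio, with at least 20 cells analyzed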;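 note: 0% = DMSO without peptide and 100% = 100 nM NTR1 peptide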
# Target sequence (P30989 whole entry, looked up): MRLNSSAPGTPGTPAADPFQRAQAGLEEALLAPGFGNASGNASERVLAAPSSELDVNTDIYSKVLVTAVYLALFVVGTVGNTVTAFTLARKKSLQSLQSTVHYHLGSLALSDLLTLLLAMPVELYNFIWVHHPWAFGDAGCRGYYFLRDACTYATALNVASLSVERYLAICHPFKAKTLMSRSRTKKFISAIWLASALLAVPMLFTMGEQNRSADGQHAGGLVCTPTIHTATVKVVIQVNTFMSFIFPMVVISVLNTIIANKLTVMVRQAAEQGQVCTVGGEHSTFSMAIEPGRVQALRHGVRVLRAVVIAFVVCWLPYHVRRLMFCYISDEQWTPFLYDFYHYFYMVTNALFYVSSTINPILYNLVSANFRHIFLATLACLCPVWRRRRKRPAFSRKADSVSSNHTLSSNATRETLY
# GPR35 arrestin U2OS – inhibition of zaprinast-stimulated GPR35 beta-arrestin translocation – imaging, U2OS, beta-arrestin-GFP, zaprinast agonist, primary screen (AID 2058) | U2OS GPR35 beta-arrestin-GFP translocation imaging, zaprinast antagonism; higher % means a stronger effect | inhibition, % at 10 µM; hits with a dose series show IC50 in µM | 290,000 tested, 0.052% active;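 active = inhibition of at least 50% with at least 30 cells and total cytoplasm GFP at most 10,000,000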
# LYP phosphatase – PTPN22 lymphoid phosphatase activity blockers – biochemical, fluorescence intensity, uHTS (AID 1779) | recombinant LYP phosphatase, fluorescence intensity; higher % means a stronger effect | 290,000 tested, 0.054% active | inhibition, % at 11.5 µM; hits with a dose series show IC50 in µM; in the data active = inhibition above about 50%;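 note: plate controls were vehicle with enzyme for no effect and no enzyme for full effect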
# SV40 large T antigen – SV40 large T antigen inhibitors, biochemical (AID 1903); SV40 large T antigen ATPase/helicase inhibition assay; higher % means a stronger effect; inhibition, % at 20 µM; hits with a dose series show IC50 in µM; 310,000 tested, 0.39% active; in the data active = a potency from the dose series; note: strong numbers were not always called active
# T cell modulator – T cell immune modulators affecting CD8 T cell-vesicle binding; 330,000 tested, 0.068% active; AID 2052; 2C CD8+ T cell-vesicle binding, flow cytometry; active compounds read low; calls only at 7 µM;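 active = response, share of CD8 T cells binding vesicles, and their 90th percentile fluorescence all below set limits, cut at about 80% in these data, passing the limit was not always enough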
#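 incubation = binding step 1.5 h, 37 °C, antibody labelling 20 min, ice | test system = 2C mouse CD8+ T cells | read-out basis = percent CD8+ FL2 mean versus row control | controls = Peptide-free naked vesicles (low) and QL9 vesicles with 0.7% DMSO vehicle (high) | detection = flow cytometry of vesicle-bound cells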
# GPR55 antagonists – GPR55 antagonists blocking LPI-driven arrestin recruitment, primary screen, imaging, U2OS, beta-arrestin-GFP, LPI agonist (AID 2013). U2OS GPR55 beta-arrestin-GFP translocation imaging, LPI antagonism; higher % means a stronger effect. one-dose inhibition, % at 10 µM; IC50 in µM for titrated hits. 290,000 tested, 0.13% active;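 active = spots per cell inhibited over 60%, with over 100 cells counted and total cytoplasm intensity under 500,000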;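 note: U2OS cells stably carrying GPR55 and arrestin-GFP stimulated by 5 µM LPI near EC80; imaged beta-arrestin-GFP aggregate spots per cell after agonist stimulation; plate controls were LPI-stimulated DMSO wells for no effect and DMSO wells without LPI for full effect; some results filed as inactive read as strong as hits; confirmed hits need IC50 under 10 µM and bright autofluorescent wells are also inconclusive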
# Lipid droplet cells 6.5 µM – further read-out of Lipid droplet, marked with its call; cell count; measured here: cell count, cytotoxicity flag;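 cells counted across two imaged fields per well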
# T cell modulator vesicle-bound % – further read-out of T cell modulator, marked with its call; double positive events, %; measured here: CD8+ vesicle-bound cell fraction;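 binding gate set so that unloaded-vesicle control wells show 10% double positive cells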
# NTR1 agonist cell count 20 µM – also measured in NTR1 agonist; calls as there; cell count; measured here: cell count, cytotoxicity flag
# * marks the source's active call; other numbers are inactive results; i = inactive; nt = no result given. Rows are unselected; 1.8% or so of the library scored in one or more.
SMILES,MgcRacGAP inhibition,GPR55 activation,Lipid droplet,Lipid droplet cells 6.5 µM,NTR1 agonist,NTR1 agonist cell count 20 µM,GPR35 arrestin U2OS,LYP phosphatase,SV40 large T antigen,T cell modulator,T cell modulator vesicle-bound %,GPR55 antagonists
O=C(NCCc1ccccc1)C1CCCN(S(=O)(=O)c2cccnc2)C1 (stereo not given),-13%,0.0%,nt,nt,0.7,56,-1%,-4%,1%,i,48,7%
O=C(NCCc1ccc(F)cc1)c1cccc(NC(=O)c2ccccc2)c1,9%,0.4%,10,840,0.0,61,-6%,-11%,5%,i,27,0%
CN1CCN(c2ccc(NC(=O)c3ccc4ccccc4c3)cc2)CC1,7%,0.3%,-2,728,0.9,49,-10%,-7%,-1%,i,19,0%
COc1ccc(OC)c(NC(=O)Cc2coc3ccc(C)cc23)c1,7%,-0.1%,10,798,-0.6,51,11%,-1%,0%,i,26,-3%
COc1ccc(OCCCn2cc(/C=C3/C(=N)N4C=C(C)SC4=NC3=O)c3ccccc32)cc1,6%,0.0%,6,620,2.1,43,-7%,-1%,11%,i,46,10%
O=C(COc1ccccc1)n1nc(-c2ccc(Cl)cc2)nc1NCc1ccco1,0%,0.1%,-7,678,4.5,77,18%,-6%,13%,i,15,6%
COc1ccc(C(=S)N(C)C)cc1OC,13%,0.0%,nt,nt,-0.6,34,8%,1%,8%,i,25,-11%
CCOC(=O)N1CCN(CC(=O)Nc2ccc(F)c(F)c2)CC1,-34%,-0.4%,-3,695,0.5,23,-4%,-9%,13%,i,21,-15%
C/C(=N\Nc1cccc2cccnc12)c1ccc(C)cc1,1%,0.6%,0,685,3.3,50,-3%,1%,5%,i,11,10%
COc1ccccc1OCC(=O)Nc1ccc(S(=O)(=O)N2CCCCCC2)cc1,0%,-0.2%,nt,nt,3.7,61,7%,0%,0%,i,34,14%
C=CCSc1nc(C)c(CC(=O)OCC(C)C)c(=O)[nH]1,9%,-0.2%,nt,nt,-0.5,38,-9%,-2%,18%,i,45,-3%
O=C(CCc1nnc(CCCCc2ccccc2)o1)NCCCc1cccnc1,10%,-0.1%,-1,644,-0.3,37,5%,-8%,9%,i,20,-1%
COc1ccc(-n2c(N)c(C(=O)NCc3ccco3)c3nc4ccccc4nc32)cc1OC,7%,0.5%,2,701,-1.2,73,12%,6%,4%,i,61,8%
Cc1cc(C)c(NC(=O)CSc2nnc(CN3CCOCC3)n2C)c(C)c1,6%,0.0%,3,843,-0.1,54,10%,-8%,1%,i,17,-2%
CCCn1c(CN2CCN(C(=O)OCC)CC2)nc2cc([N+](=O)[O-])ccc21,8%,1.2%,-6,819,1.4,90,-9%,-8%,10%,i,63,-3%
CCOC(=O)CNC(=O)C1(/C=C/c2ccccc2)CC(=O)N1c1ccc(C)cc1 (stereo not given),3%,0.0%,36,892,0.4,50,25%,-5%,0%,i,28,-4%
CCc1ccccc1NC(=O)CN(C)Cc1nc(N)nc(Nc2ccccc2C)n1,2%,-0.2%,nt,nt,-0.3,79,-11%,-1%,8%,i,22,-14%
CC(C)OC(=O)c1nn2c(C(F)(F)F)cc(-c3ccc(Br)o3)nc2c1Br,4%,0.1%,nt,nt,0.7,45,14%,-3%,6%,i,28,17%
CCc1ccc2nc(NC(=O)C3CSC4(C)CCC(=O)N34)sc2c1 (stereo not given),5%,nt,nt,nt,1.1,53,nt,nt,10%,i,35,nt
Nc1ccn(Cc2cccc(Cl)c2)n1,-1%,-0.6%,-4,659,0.4,23,1%,-4%,2%,i,40,8%
CC[N+](CC)(CC)CCOc1cccc(OCC[N+](CC)(CC)CC)c1OCC[N+](CC)(CC)CC,7%,nt,nt,nt,1.7,70,nt,nt,11%,i,14,nt
O=C(Nc1cccc(C(F)(F)F)c1)C1CCCO1 (stereo not given),3%,-0.1%,11,720,-0.7,75,6%,-7%,-1%,i,50,10%
Cc1cccc(OCC(=O)OCC(=O)c2c(N)n(C)c(=O)n(C)c2=O)c1,15%,0.2%,nt,nt,2.6,27,0%,-5%,23%,i,25,-2%
NC(=O)C1CCN(C(=O)c2cc3c(s2)CCCC3)CC1,3%,nt,nt,nt,-0.8,73,nt,nt,3%,i,14,nt
COc1ccccc1CNC1CCN(Cc2ccccc2)CC1,-4%,1.6%,-2,814,0.2,59,3%,0%,24%,i,55,9%

# Reprinted from the part before: 2 compounds, followed by the next part.
SMILES,MgcRacGAP inhibition,GPR55 activation,Lipid droplet,Lipid droplet cells 6.5 µM,NTR1 agonist,NTR1 agonist cell count 20 µM,GPR35 arrestin U2OS,LYP phosphatase,SV40 large T antigen,T cell modulator,T cell modulator vesicle-bound %,GPR55 antagonists
NC(=O)C1CCN(C(=O)c2cc3c(s2)CCCC3)CC1,3%,nt,nt,nt,-0.8,73,nt,nt,3%,i,14,nt
COc1ccccc1CNC1CCN(Cc2ccccc2)CC1,-4%,1.6%,-2,814,0.2,59,3%,0%,24%,i,55,9%
CSc1ccc(S(=O)(=O)NCC(=O)OCC(=O)NC2(C#N)CCCCC2)cc1[N+](=O)[O-],-3%,nt,nt,nt,0.8,70,nt,nt,13%,i,33,nt
Cc1ccccc1C(=O)Nc1ccc(N2CCCC2)cc1,80µM*,0.4%,6,689,1.6,40,-16%,-5%,9%,i,34,4%
CC1=C(CCN2CCN(C(C)C)C(CCO)C2)C(C)(C)CCC1 (stereo not given),-4%,-0.2%,-7,683,1.7,42,13%,1%,5%,i,65,4%
CCS(=O)CCSC(=N)N (stereo not given),10%,-0.1%,10,734,-1.1,44,1%,-11%,10%,i,50,2%
CCOC(=O)c1cnc(SC)nc1Oc1cccc(NS(=O)(=O)c2ccc(Cl)cc2)c1,0%,-0.2%,-18,771,-0.8,94,8%,-2%,nt,i,10,-18%
Cc1occc1C(=O)NNC(=S)NCc1ccccc1,1%,0.0%,9,647,-0.7,45,7%,-2%,12%,i,38,5%
CCOC(=O)C(=Cc1ccc(-n2ccnc2)cc1)C(=O)OCC,9%,1.3%,-7,639,16,74,-4%,-4%,19%,i,50,9%
O=C(OCC(=O)N1CCCC1)c1cccs1,14%,0.3%,nt,nt,-1.0,46,-12%,-6%,9%,i,56,3%
C=CCn1c(NC(=O)c2ccc(Br)o2)c(C(=O)OCC)sc1=S,15%,0.1%,nt,nt,0.6,40,-15%,-3%,23%,i,32,2%
C/C(CCC(=O)O)=N/Nc1ccc([N+](=O)[O-])cc1[N+](=O)[O-],2%,0.7%,14,640,5.8,45,-2%,-7%,6%,i,45,11%
CCOC(=O)C1CCCN(c2c(C(=O)c3ccccc3)cnc3ccc(OC)cc23)C1 (stereo not given),6%,-0.3%,16,733,1.6,57,-3%,4%,-1%,i,63,44%
CCCCNc1ccc(S(=O)(=O)c2cccc([N+](=O)[O-])c2)cc1[N+](=O)[O-],4%,-0.1%,-33,716,-1.9,54,14%,-8%,8%,i,46,1%
O=C(O)c1cc(Cl)c(Cl)cc1C(=O)N1CCCC1,4%,-0.1%,3,673,1.7,55,9%,2%,17%,i,68,-2%
CCOc1ccc(-c2c(C#N)c(N)nc3sc(C(=O)c4ccccc4)c(N)c23)cc1,12%,0.0%,-4,655,8.3,62,0%,7%,14%,i,41,1%
Cc1ccnc(N2CCC(C(=O)Nc3ccc(Oc4ccccc4)cc3)CC2)n1,7%,0.4%,nt,nt,-0.4,84,-8%,4%,-2%,i,21,8%
CCOc1cc(CNCCCN2CCOCC2)cc(Cl)c1OCC(=O)NC(C)(C)C,2%,-0.1%,nt,nt,1.0,87,7%,-11%,18%,i,32,10%
COc1ccc(/C=C/C(=O)Nc2ccccc2C(=O)O)cc1,8%,0.3%,-12,627,1.3,54,2%,-3%,1%,i,39,-4%
O=C(NCCc1c[nH]c2ccccc12)C1CCC(Cn2c(=S)[nH]c3ccccc3c2=O)CC1 (stereo not given),0%,-0.1%,-2,737,6.5,77,-7%,6%,2%,i,32,9%
O=C(CN1CCCC1)N1CCCc2ccccc21,18%,0.2%,-4,651,0.1,51,-1%,-3%,4%,i,46,4%
Cc1cccc(NC(=O)/C(C#N)=C/c2ccc[nH]2)c1C,8%,-0.1%,8,825,-0.4,65,-12%,-2%,29%,i,54,19%
COC(=O)c1c(NC(=O)c2ccccc2C(=O)O)sc2c1CCC2,8%,-0.3%,-7,805,-0.8,60,1%,-9%,7%,i,68,-3%
CCOc1ccccc1N(CC(=O)NC1CCCCC1)C(=O)CCC(=O)Nc1cc(C)ccn1,5%,0.0%,8,812,-0.9,49,1%,-7%,-5%,i,20,5%
Cc1cccc(NS(=O)(=O)c2cccc(C(=O)NCC3(N4CCCCC4)CCCCC3)c2)c1,4%,nt,nt,nt,0.7,53,nt,nt,21%,i,48,nt
Cc1ccc(S(=O)(=O)N2CC(O)C[C@H]2C(=O)OCC(=O)c2ccccc2)cc1 (stereo not given in full),10%,-0.1%,-7,572,-2.8,52,10%,-6%,0%,i,49,1%
COc1ccc(OCc2cc(C(=O)N3C[C@H]4CC[C@H]3C4)no2)c(Cl)c1,7%,0.3%,nt,nt,2.9,60,-2%,2%,21%,i,9,-10%
# (list continues)
SMILES,MgcRacGAP inhibition,GPR55 activation,Lipid droplet,Lipid droplet cells 6.5 µM,NTR1 agonist,NTR1 agonist cell count 20 µM,GPR35 arrestin U2OS,LYP phosphatase,SV40 large T antigen,T cell modulator,T cell modulator vesicle-bound %,GPR55 antagonists
Cn1nccc1C(=O)N1CCN(c2ccc(F)cc2)CC1,6%,0.3%,1,733,-1.6,75,-12%,-11%,9%,i,18,20%
COc1ccc(/C=C/C(=O)C2CC2)cc1COc1c(C)cccc1C,6%,1.1%,2,730,4.8,29,2%,-2%,8%,i,32,5%
CC1CC(C)CN(C(=O)c2ccc(S(=O)(=O)N3CCCCC3)cc2)C1 (stereo not given),-5%,0.3%,4,689,-0.1,62,1%,-3%,-2%,i,9,1%
CCOC(=O)c1c(S(=O)(=O)NCC(=O)Nc2ccc(C)cc2)c(C)n(C)c1C,10%,0.3%,-17,708,-0.3,59,10%,-11%,11%,i,30,7%
CN1CCc2nc(NC(=O)c3cccc(OC(F)F)c3)sc2C1,10%,0.2%,-1,800,-0.3,38,4%,0%,12%,i,45,0%
Cc1ccc(NC(=O)CCNS(=O)(=O)c2ccccc2)c(C(=O)c2ccccc2)c1,0%,-0.2%,-22,552,0.9,40,-7%,-5%,3%,i,41,-3%
